Source: PubChem (National Center for Advancing Translational Sciences (NCATS))
VP16 counter – Gal4-VP16 reporter inhibition counter-screen. Drosophila S2 Gal4-VP16 UAS-luciferase, luminescence, 20 h. Potency, µM (highest dose often 53.6 µM), without a hit: at the highest dose activity, negative = inhibition, usual class: inhibitors. 310,000 compounds, 3.5% hits. AID 2546;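 note: Gal4-VP16 expression switched on by copper sulfate through the metallothionein promoter; potency is the fitted concentration of half-maximal effect; % is set by controls: 0 for no effect and ±100 for the full control effect; nearly all actives have a fitted effect of over 50% in size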
TRPV1 agonist – agonists of human vanilloid receptor 1 (TRPV1) | AID 540275 | activation, % at 8.33 µM | TRPV1-expressing cells, Fluo-8 calcium influx, agonist mode | 320,000 compounds, 0.19% hits | Q8NER1; in the data active = activation above about 80%; inconclusive = between about 30% and that limit; note: 0% is about no effect
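TRPV1-expressing cells were cultured overnight at 35.5C and loaded with Fluo-8 calcium dye for 40 to 90 min at room temperature. After a 10 s baseline, compound was added and calcium influx was read kinetically for 3 min (ex 480/em 520 nm).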
p53 reactivation – re-activators of mutant p53 | 320,000 compounds, 0.063% hits | Potency, µM (top dose mostly 92.2 µM), inactives show at the top dose activity change, positive = activation, hits mostly activators | H1299 p53-A138V BP100-luciferase reporter, luminescence, 24 h; note: potency is the fitted concentration of half-maximal effect; % of control where 0% means no effect; nearly all actives have a fitted effect of over 45% in size
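p53-null H1299 cells stably carrying temperature-sensitive p53-A138V and a BP100-luciferase reporter were pinned with compounds (4-point, 1:5 series) and held 24 hrs at 37 deg C. Luminescence was read 10 min after detection reagent.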
ELG1 repair inh – inhibitors of ELG1-dependent DNA repair in HEK293T cells; HEK293T ELG1-luciferase reporter, luminescence, 16 h; DNA damage induced by 5-fluorouridine; Potency, µM (series often up to 46.1 µM), for the others: at the top dose activity change, negative = inhibition, actives largely listed as inhibitors; 330,000 compounds, 2.3% hits; note: potency is the fitted concentration of half-maximal effect; % is set by controls: 0 for no effect and ±100 for the full control effect; nearly all actives have a fitted effect of over 55% in size
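In this reporter screen, reduction of luminescence relative to DMSO vehicle indicated activity. Compounds and 5-fluorouridine were added together to 2,000 cells per well, incubated for 16 hr at 37 °C, then developed with ONE-Glo.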
Rab9 promoter act – Rab9 promoter activation | 320,000 compounds, 2.8% hits | AID 485297 | Huh7 Rab9 promoter-luciferase reporter, luminescence, 24 h | Potency, µM (titrated, usually from 9.22 µM), inactives show top-dose activation, negative = inhibition, usual class: activators; note: potency is the fitted concentration of half-maximal effect; % of control where 0% means no effect; nearly all actives have a fitted effect of over 60% in size
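Steps: seed 1500 Huh7 Rab9-luc cells per well, rest 2 h at 37 °C; add compound in DMSO; incubate 24 h; add luciferase reagent, 10 min ambient; read luminescence.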
NPC1 promoter act – NPC1 promoter activation | Huh7 NPC1 promoter luciferase reporter, 24 h | Potency, µM (doses to about 9.22 µM), inactives show at the highest dose activation, hits mostly activators | 320,000 compounds, 2.4% hits | AID 485313;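 note: potency is the fitted concentration of half-maximal effect; % of control where 0% means no effect; nearly all actives have a fitted effect of over 60% in size; reporter is driven by a mutant NPC1 promoter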
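Cells: Huh7 expressing luciferase under the NPC1 promoter, 1500/well. Seeded 2 h, compound added, incubated 24 h at 37 °C. Luciferase reagent, 10 min ambient, then luminescence.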
FLuc counter – counter-screen for miR-21 project: firefly luciferase inhibitors or activators; P08659; purified FLuc, Km substrates, luminescence inhibition; Potency, µM (top dose mostly 57.5 µM), for the others: top-dose activity change, negative = inhibition, most hits filed as inhibitors; 360,000 compounds, 6.9% hits;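 note: potency is the fitted concentration of half-maximal effect; plate controls were vehicle for no effect and reference inhibitor for full effect; nearly all actives have a fitted effect of over 55% in size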
Target sequence (P08659 whole entry, looked up): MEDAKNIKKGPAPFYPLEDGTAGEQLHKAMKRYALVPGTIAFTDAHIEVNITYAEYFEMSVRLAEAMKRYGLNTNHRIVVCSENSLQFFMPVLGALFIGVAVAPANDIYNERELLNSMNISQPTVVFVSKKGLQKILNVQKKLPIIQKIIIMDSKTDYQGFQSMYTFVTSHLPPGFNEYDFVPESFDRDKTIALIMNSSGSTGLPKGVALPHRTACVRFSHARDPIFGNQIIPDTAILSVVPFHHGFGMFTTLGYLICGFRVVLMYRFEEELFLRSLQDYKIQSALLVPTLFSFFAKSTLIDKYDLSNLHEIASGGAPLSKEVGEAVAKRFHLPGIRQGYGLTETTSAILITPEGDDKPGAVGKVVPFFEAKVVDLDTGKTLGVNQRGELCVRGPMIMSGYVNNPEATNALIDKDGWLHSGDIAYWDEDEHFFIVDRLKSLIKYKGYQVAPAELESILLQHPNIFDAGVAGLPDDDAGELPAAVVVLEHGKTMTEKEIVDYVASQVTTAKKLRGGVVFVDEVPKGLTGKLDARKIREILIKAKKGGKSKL
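Biochemical qHTS of compounds, final roughly 60 µM downward over six points, against 10 nM purified firefly luciferase using Km concentrations of substrates (10 uM D-luciferin, 10 uM ATP) in Tris acetate pH 7.5 buffer; luminescence output.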
BRCA1 expr up – increases BRCA1 expression. 380,000 compounds, 1.1% hits. AID 624202. Potency, µM (series often up to 46.1 µM), without a hit: at the top dose activation, usual class: activators. MCF7-BRCA1-FFLuc reporter, luminescence, 48 h; response scale: scaled: vehicle 0%, 10 µM genistein 100%; note: potency is the fitted concentration of half-maximal effect; nearly all actives have a fitted effect of over 80% in size; some results filed as inactive show a strong effect at the top dose
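MCF7-BRCA1-FFLuc cells, 2000/well in phenol-red-free MEM, attached 2 h then treated 48 h at 37 C. Luciferase luminescence read 15 min after reagent; normalized to genistein maximum activation (10microM) and DMSO, concentration-response fitted.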
RORgamma inh – ROR gamma (mouse) transcription inhibition; P51450; Drosophila S2 Gal4-RORgamma UAS-luciferase reporter, 20 h; Potency, µM (highest dose often 53.6 µM), inactives show top-dose activity change, negative = inhibition, usual class: inhibitors; 310,000 compounds, 5.4% hits; note: potency is the fitted concentration of half-maximal effect; % is set by controls: 0 for no effect and ±100 for the full control effect; nearly all actives have a fitted effect of over 60% in size
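Stably transfected Drosophila Schneider cells are the test system, with ROR gamma fused to Gal4 and luciferase under UAS control; luminescence is read after 20 hr of 700 uM copper sulfate induction at ambient temperature.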
ELG1 genotox – induces genotoxicity in HEK293T cells with luciferase-tagged ELG1; 330,000 compounds, 1.3% hits; Potency, µM (doses to about 46 µM), inactives show top-dose activity change, positive = activation, most hits filed as activators; HEK293T ELG1-luciferase reporter, luminescence, 16 h; note: potency is the fitted concentration of half-maximal effect; % of control where 0% means no effect; nearly all actives have a fitted effect of over 60% in size
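HEK293T cells expressing luciferase-tagged ELG1 were treated with compound or DMSO for 16 hr at 37°C. Luciferase activity was then read after 30 min with ONE-Glo at room temperature; rising signal flags genetic stress.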
Tb PFK block – inhibitors of T. brucei phosphofructokinase; T. brucei PFK, ADP-Glo luminescence; AID 485367; O15648; Potency, µM (highest dose often 57.5 µM), without a hit: at the highest dose activity, negative = inhibition, most hits filed as inhibitors; 330,000 compounds, 0.17% hits;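 note: potency is the fitted concentration of half-maximal effect; 0% = uninhibited 1x PFK enzyme wells and -100% = no-enzyme wells; nearly all actives have a fitted effect of over 60% in size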
Target sequence (O15648 whole entry, looked up): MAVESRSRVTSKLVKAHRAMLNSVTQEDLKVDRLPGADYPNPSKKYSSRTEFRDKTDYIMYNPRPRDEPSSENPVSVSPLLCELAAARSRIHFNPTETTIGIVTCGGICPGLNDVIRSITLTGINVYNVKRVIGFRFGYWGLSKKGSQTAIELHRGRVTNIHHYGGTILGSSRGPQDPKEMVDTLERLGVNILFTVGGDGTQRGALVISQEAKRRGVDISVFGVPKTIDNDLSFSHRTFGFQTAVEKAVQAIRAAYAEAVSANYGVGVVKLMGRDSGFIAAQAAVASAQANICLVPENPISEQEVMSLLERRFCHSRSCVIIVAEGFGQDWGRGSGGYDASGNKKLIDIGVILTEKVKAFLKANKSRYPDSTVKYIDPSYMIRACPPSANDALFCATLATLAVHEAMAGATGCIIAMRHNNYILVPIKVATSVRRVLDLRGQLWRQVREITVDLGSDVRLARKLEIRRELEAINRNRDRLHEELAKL
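ADP-Glo luminescence quantified ADP after 45 min at room temperature, with 1.25 nM T. brucei PFK, 0.1 mM ATP and 0.5 mM fructose-6-phosphate in pH 8.0 TEA buffer. qHTS titrations up to 57 µM; curves classified by quality.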
* hit, by the source's call; ? = inconclusive; · = not tested or not shown; & = joins results of further samples; [ ] = another dose, or the depositor's remark. Unless noted, calls come from the whole dose curve; as a rule, active = well fitted curve in the direction sought with a large enough effect; inconclusive = small, poorly fitted or top-dose-only effect, or another doubt; inactive = no such curve, though single readings can be large; an effect the other way counts as inactive or inconclusive. The order is random. About 15% of those tested had a hit in this group.

Every second line gives: VP16 counter	TRPV1 agonist	p53 reactivation	ELG1 repair inh	Rab9 promoter act	NPC1 promoter act	FLuc counter	BRCA1 expr up	RORgamma inh	ELG1 genotox	Tb PFK block
[1] COc1ccc(S(=O)(=O)N2CCCC(C(=O)N3CCCC3)C2)cc1OC (centres undefined)
    ·	1	-1%	5%	-1%	11%	-2%	-14%	·	0%	0%
[2] CCOc1ccc(-c2[nH]ncc2-c2ccc(OC)c(OC)c2)c(O)c1
    ?	4	-5%	2.3µM*	-15%	-33%[inhibitor]	1%	-83%	?	-26%	-15%
[3] CCC1S/C(=N/N=C/c2cccs2)NC1=O (centres undefined)
    4µM*	-5	28%	?	-1%	-3%	-2%	45%	0.79µM*	2%	1%
[4] Cc1cc(OCC(=O)NNC(=O)c2cccs2)ccc1Br
    -19%	?	5%	0%	-2%	-5%	-3%	-19%	-14%	5%	5%
[5] COc1ccccc1N(CC(=O)Nc1cccnc1)S(C)(=O)=O
    14%	2	-5%	-2%	1%	-1%	-2%	-2%	12%	0%	1%
[6] CNc1nc(SCC(=O)Nc2ccc(Cl)c(Cl)c2)nc(N2CCOCC2)n1
    ?	1	-8%	1%	-2%	2%	1%	-15%	-43%	?	0%
[7] Cc1ccc(OC(=O)CCC(=O)OCCCC(F)(F)C(F)(F)F)cc1
    ·	?	-2%	16%	2%	-2%	-2%	-12%	-4%[0.365 µM]	-9%	-15%
[8] CC1CN(C(=O)c2ccccc2NS(=O)(=O)c2cccc([N+](=O)[O-])c2)CC(C)O1 (centres undefined)
    6%	7	-6%	13%	-1%	0%	-2%	0%	7%[10 µM]	4%	0%
[9] CCN1C(=O)N[C@@H](c2cccs2)C(C(C)=O)=C1C
    5%	-2	1%	10%	-2%	-5%	1%	2%	11%	3%	2%
[10] CCn1c(SCC(=O)Nc2nc(C)cs2)nnc1C(NC(=O)c1ccccc1Cl)C(C)C (centres undefined)
    -23%	-1	-4%	-4%	1%	-3%	0%	-37%	-30%	5%	-1%
[11] CCOc1ccc(OCC)c(NC(=O)CN(c2ccc(OC)cc2)S(=O)(=O)c2c(C)noc2C)c1
    -15%	0	2%	1%	1%	0%	1%	-28%	-8%	-6%	1%
[12] Cc1cc(C)cc(N/C(N)=N/c2nc(C)cc(C)n2)c1
    -2%	8	-9%	15µM*	-12%	-1%	2%	-70%	-27%	-2%	7%
[13] N#CCCN(C(=O)COC(=O)CNC(=O)C12CC3CC(CC(C3)C1)C2)c1ccccc1
    ·	1	5%	9%	0%	0%	-1%	-9%	·	2%	-5%
[14] Cc1nc2nc(SCC(=O)NCCCN3CCCCCC3)nn2c(C)c1Cc1ccccc1
    -1%	-1	-3%	0%	-5%	-5%	2%	-19%	1%	-1%	1%
[15] Cn1cnc(S(=O)(=O)NCc2cccs2)c1
    -1%	0	-1%	5%	-1%	-1%	5%	4%	-2%	0%	1%
[16] O=C(O)C1C2C=CC(C2)C1C(=O)NCc1ccc(Cl)cc1Cl (centres undefined)
    6%	8	-61%[inhibitor]	-13%	0%	16%	8%	-8%	8%	-7%	-7%
[17] FC(F)(F)c1ccc(Oc2ccc(Cl)cc2Br)nc1
    -20%	-7	2%	2%	0%	7%	-4%	-5%	0%	-3%	-7%
[18] CCO[C@@H]1OC(C(=O)NCc2ccccc2)=C[C@H](C2CC2)[C@H]1CCCO
    -10%	-1	-2%	?	-6%	-3%	-1%	-5%	7%	-5%	8%
[19] Cn1cc(CN2CCCCC2c2ccccn2)c(-c2ccc3c(c2)OCCO3)n1 (centres undefined)
    1%	2	3%	28%	-5%	-1%	1%	-4%	-2%	6%	1%
[20] Cn1c(=O)n(C)c2cc(NC(=O)COc3ccccc3)ccc21
    ·	0	·	?	-4%	-2%	-6%	-7%	·	9%	-3%
[21] O=C1CC(c2ccco2)CC(O)=C1C=Nc1cc(Cl)ccc1Cl (centres undefined)
    -15%	-6	-16%	27%	-1%	3%	0%	-13%	-9%	-1%	?
[22] CC1=CS/C(=C(/C#N)C(=O)NCc2ccco2)N1c1ccccc1
    0%	-2	-4%	?	-4%	-1%	0%	2%	-1%	-10%	-2%
[23] NNc1nc(-c2ccccc2Cl)nc2sc3c(c12)CCCC3
    ?	18	?	?	?	?	0.95µM*	-59%	?	?	-1%
[24] O=C(c1cccc(N2C(=O)C3C4C=CC(C4)C3C2=O)c1)N1CCN(c2ccc(F)cc2)CC1 (centres undefined)
    -1%	1	-9%	?	-8%	2%	0%	4%	10%	-6%	-1%
[25] O=C(Nc1nccs1)c1cccc(S(=O)(=O)N2CCCCC2)c1
    ?	5	6%	?	-2%	0%	1%[2.3 µM]	-3%	?	-6%	-3%
[26] O=C(NCCN1CCOCC1)c1ccc(Cl)cc1[N+](=O)[O-]
    3%	·	-5%	-4%	0%	-3%	2%	29%	-20%	2%	0%
[27] CCCc1cc(=O)oc2cc(OCC(=O)NCC(O)c3ccccc3)ccc12 (centres undefined)
    -11%	3	0%	9%	4%	-1%	-1%	-24%	-1%	-2%[9.26 µM]	0%
[28] CCCNS(=O)(=O)c1cc(Br)cc2c1N(C(=O)CC)CC2
    11%	0	-8%	0%	-4%	1%	5%[2.3 µM]	2%	-3%	-4%	13%
[29] Cc1cccc(CC(=O)NCC(=O)NCc2cc(=O)n(C)c(=O)n2C)c1
    -2%	0	-5%	0%	0%	1%	1%	12%	-4%	-1%	-2%
[30] Cc1ccc[n+](CC(=O)Nc2cc(C(F)(F)F)ccc2N2CCOCC2)c1
    -1%	3	5%	-14%	-9%	-1%	-3%	-35%	-2%	-1%	6%
[31] O=C(Nc1ccccc1)/C(=C\c1ccc(F)cc1)NC(=O)c1ccco1
    -6%	-3	·	16%	8%	-2%	3%	18%	-16%	·	4%
[32] O=C(O)CSc1nnc(-c2ccccc2)c(-c2ccccc2)n1
    ?	-3	2%	-10%	-1%	-2%	2%	-6%	?	-1%	-1%
[33] O=C(CN1C(=O)C2CCCCC2C1=O)Nc1ccccc1N1CCCC1 (centres undefined)
    ·	-3	4%	9%	0%	-1%	4%	-1%	·	0%	0%
[34] COC(=O)NNC(=O)C1CCC(C)CC1 (centres undefined)
    1%	1	18%	0%	-1%	-2%	-3%&-1%	16%	-23%	2%	-1%
[35] O=C(Nc1cccnc1)c1cc(Cl)ccc1Cl
    -1%	11	·	6%	1%	-7%	6%	22%	-8%	-3%	3%
[36] O=c1[nH]c(SCc2ccccc2Cl)nc2c1cnn2-c1ccccc1
    ?	-1	3%	11%	-1%	-2%	2%	-19%	-15%	4%	-1%
[37] O=C(OCC(=O)N1CCCc2ccccc21)c1cc(S(=O)(=O)N2CCOCC2)ccc1Cl
    ·	26	1%	-18%	0%	-10%	-1%	-3%	·	0%	-4%
[38] O=C(NCCCN1CCN(c2ccc(F)cc2)CC1)Nc1ccc([N+](=O)[O-])cc1
    -12%	7	5%	?	-11%	-1%	5%	-24%	43%	-12%	-19%
[39] COc1ccc(N(CC(=O)Nc2ccccc2C(=O)O)S(=O)(=O)c2ccc(C)c([N+](=O)[O-])c2)cc1
    7%	-1	3%	-8%	-3%	3%	?	0%	-9%	-1%	1%
[40] COc1c(C)cc(C(=O)C2CCCN(S(=O)(=O)c3c(C)noc3C)C2)cc1C (centres undefined)
    -14%	3	-3%	?	-22%	-11%	1%	-9%	0%	-6%	2%
[41] Nc1ccc(N2C(=O)c3ccccc3C2=O)c(Cl)c1
    ·	8	0%	8%	-5%[46.1 µM]	-3%[46.1 µM]	-9%	-6%	·	-7%	-12%
[42] Cc1ccc(CNC(=O)CCNS(=O)(=O)c2cccs2)cc1
    -5%	-2	-7%	-4%	-10%	-1%	-7%	-12%	-3%	2%	0%
[43] O=C(c1ccc(COc2ccccc2Cl)o1)N1CCN(c2ccccc2)CC1
    4%	·	6%	?	-10%	1%	-2%	24%	24%	-11%	1%
[44] Cc1csc(Nc2ccccc2)[n+]1-c1ccccc1
    -6%	3	-1%	7%	5%	-4%	-2%	-6%	-6%	5%	-2%
[45] CC(=O)N1CCOc2ccc(S(=O)(=O)NCCc3ccc(C)cc3)cc21
    11%	6	-6%	-24%	0%	0%	1%	0%	34%	-6%	0%
[46] COc1ccccc1N1CCN(CC(=O)Nc2sccc2C#N)CC1
    0%	-1	0%	?	-1%	0%	-2%	-5%	-10%	-4%	-2%
[47] CC(C)COC(=O)Cc1c(O)c2ccccc2[nH]c1=O
    -10%	·	7%	12%	10%	0%	3%	-16%	2%	0%	-2%
[48] C=CCn1cccc(C(=O)Nc2ccc(C)c(C)c2)c1=O
    12%	?	17%	?	2.2µM*	1.6µM*	11µM*	3.2µM*	-18%	?	2%
